Source: PubChem BioAssay (several laboratories)
Runt-SMMHC FRET: inhibitors of human RUNX1 Runt domain binding to CBFb-SMMHC; 220,000 tested, 0.74% active; Cerulean-Runt/Venus-CBFb-SMMHC FRET ratio 530/480, 1 h; inhibition, % at 20 µM;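 active means mean inhibition across duplicate retests at 20 µM reaching about 50%, limit read from the data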;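 further: 0% = DMSO wells and 100% = wells with excess untagged CBFb-SMMHC; inhibitors lower the FRET ratio by blocking Runt binding to CBFb-SMMHC; some results filed as inactive read as strong as hits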
PGE2 EP2 inh: blocks the human prostaglandin E2 receptor EP2; C6 glioma cells expressing human EP2, cAMP TR-FRET; cells stimulated with saturating PGE2; inhibition, % at 25 µM; 260,000 tested, 0.52% active;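 active means percent inhibition above 40 after rounding to a whole number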;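 further: rat C6 glioma host cells with rolipram phosphodiesterase inhibitor present; the protocol text gives 20 µM as final concentration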
EP2 modulator: modulators of human EP2 prostaglandin E2 receptor. P43116. EP2-expressing cells, cAMP HTRF FRET, PGE2 co-stimulation. induction, % at 25 µM. 260,000 tested, 0.83% active;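 active means compounds whose cAMP rise, as percent of the full-agonist control response, exceeds 60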;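 further: rat C6 glioma line stably carrying human EP2 under a CMV promoter; the protocol text gives 20 µM as final concentration; 100% = response of wells given 1 µM PGE2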
RBBP9 inh: human RBBP9 hydrolase inhibition; O75884; recombinant RBBP9, FP-Rh probe fluorescence polarization; 220,000 tested, 0.2% active; AID 1515; inhibition, % at 7.94 µM;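 active means inhibition above the campaign mean of all tested compounds plus 3 SD, cut at about 14% in these data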;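 further: plate controls were DMSO wells with RBBP9 for no effect and wells lacking RBBP9 protein for full effect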
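Assay system: recombinant human RBBP9; Reagent: Serine-hydrolase probe FP-Rh, 375 nM pre-mixing; Doses: 7.94 µM single dose, 0.794% DMSO; Incubation: 30 min then 45 min, 25 °C; Detection: fluorescence polarization (mP), excitation 525 nm, emission 598 nm; Evaluation: percent inhibition from mP, scaled between DMSO and no-protein wells.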
Hck-Nef inh: blocks Nef-activated human Hck kinase; AID 463187; inhibition, % at 20 µM; 220,000 tested, 0.68% active; P08631; Recombinant Hck-YEEI plus Nef, Z-Lyte FRET kinase assay;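 active means Hck-Nef kinase inhibition above about 50%, limit read from the data; inactive means inhibition below that limit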;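 further: 0% = DMSO with Hck plus Nef and 100% = Hck alone without Nef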
PERK inh: blocks human PERK kinase; Q9NZJ5; CHO PERK-DD fusion, SEAP luminescence translation reporter; inhibition, % at 5.6 µM; 220,000 tested, 0.17% active; AID 1416;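 active means inhibition above the mean inhibition of all tested compounds plus 3 SD, set separately per screening campaign, cut at about 2.9% in these data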;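 further: PERK kinase domain activated by AP20187 dimerizer at 100 nM; 0% = DMSO with dimerizer and 100% = rapamycin at 8.4 µM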
Target sequence (Q9NZJ5 whole entry, looked up, the tested form may be a part): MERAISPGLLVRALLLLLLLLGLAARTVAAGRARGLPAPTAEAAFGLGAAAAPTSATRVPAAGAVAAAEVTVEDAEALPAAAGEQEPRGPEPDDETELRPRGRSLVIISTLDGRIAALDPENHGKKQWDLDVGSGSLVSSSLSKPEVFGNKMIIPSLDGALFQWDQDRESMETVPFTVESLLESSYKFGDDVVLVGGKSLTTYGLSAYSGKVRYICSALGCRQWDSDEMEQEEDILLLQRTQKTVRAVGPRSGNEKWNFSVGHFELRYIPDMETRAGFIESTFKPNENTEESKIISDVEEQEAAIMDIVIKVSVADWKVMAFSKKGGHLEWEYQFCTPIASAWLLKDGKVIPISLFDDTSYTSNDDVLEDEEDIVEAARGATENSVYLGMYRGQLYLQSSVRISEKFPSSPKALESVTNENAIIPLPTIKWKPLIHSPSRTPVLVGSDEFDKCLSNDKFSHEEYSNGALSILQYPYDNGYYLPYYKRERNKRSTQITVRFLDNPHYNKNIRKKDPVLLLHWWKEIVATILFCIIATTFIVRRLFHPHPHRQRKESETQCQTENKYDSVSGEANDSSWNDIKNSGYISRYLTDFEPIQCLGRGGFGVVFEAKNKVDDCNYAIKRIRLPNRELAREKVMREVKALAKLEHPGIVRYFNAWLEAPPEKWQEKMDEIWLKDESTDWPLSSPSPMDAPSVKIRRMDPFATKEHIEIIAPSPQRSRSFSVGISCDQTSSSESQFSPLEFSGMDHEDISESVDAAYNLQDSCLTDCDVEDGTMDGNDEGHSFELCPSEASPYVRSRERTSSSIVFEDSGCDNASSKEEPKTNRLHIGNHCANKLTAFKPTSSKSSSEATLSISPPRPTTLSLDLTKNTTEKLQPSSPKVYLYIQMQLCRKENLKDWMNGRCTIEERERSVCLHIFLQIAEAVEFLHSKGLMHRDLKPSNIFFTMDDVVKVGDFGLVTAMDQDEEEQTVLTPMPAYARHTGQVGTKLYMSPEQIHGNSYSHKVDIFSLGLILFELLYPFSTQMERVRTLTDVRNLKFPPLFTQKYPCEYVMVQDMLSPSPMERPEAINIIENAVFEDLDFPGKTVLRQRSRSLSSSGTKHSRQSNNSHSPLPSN
L929 necroptosis: L929 zVAD cell death inhibition | 220,000 tested, 0.38% active | viability rescue, % at 10 µM | L929 zVAD necroptosis rescue, ATP luminescence, 24 h; with zVAD 60 µM | AID 1377;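 active means activation, scaled between plate controls, above about 75%, limit read from the data; inactive means activation under that limit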;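 further: 0% = zVAD with DMSO and 100% = DMSO alone without zVAD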
Runt-CBFb FRET: blocks binding of human RUNX1 Runt domain to CBFb. Q01196+Q13951. Cerulean-Runt/Venus-CBFb FRET ratio 530/480, 1 h. inhibition, % at 20 µM. 220,000 tested, 0.46% active. AID 1496;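 active means inhibition over about 50% at 20 µM in the single-dose screen, limit read from the data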;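 further: 0% = DMSO wells and 100% = excess unlabeled CBFb competitor control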
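Assay system: Cerulean-Runt domain / Medium: Tris 50 mM pH 7.5, KCl, K2SO4, 0.01% BSA / Timing: protein complex preformed 1 h, compound exposure 1 h, room temperature, dark / Measured by: FRET, excitation 422 nm, emission at 530 and 480 nm / Evaluation: loss of energy transfer signal / Control set: 5 µM unlabeled CBFb as full-inhibition high control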
TNF death inh: blocks TNF-alpha induced death of Jurkat FADD-/- cells. Jurkat FADD-/- TNF necroptosis rescue, ATP luminescence, 24 h; 0 = TNF only, 100 = no-TNF cells. activation (protection from cell death), % at 10 µM. 220,000 tested, 0.068% active. AID 463075;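 active means activation, meaning protection from cell death, of at least 50% relative to plate controls; inactive means activation below 50%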;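 further: necroptosis triggered by 40 ng/mL TNF-alpha added together with compound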
* hit, by the source's call; . = no result given; & = joins results of further samples. These rows are one share of the data (hit frequency here may not be typical).

SMILES | Runt-SMMHC FRET | PGE2 EP2 inh | EP2 modulator | RBBP9 inh | Hck-Nef inh | PERK inh | L929 necroptosis | Runt-CBFb FRET | TNF death inh
COc1ccc(Cl)cc1N1C(=O)C2CCCN2C1c1cccc(F)c1 (stereo not drawn) | -1 | 6 | 50 | -6 | 6 | 0.1 | 0.3 | 2 | 1.0
c1ccc(CN(Cc2ccco2)C(c2ccncc2)c2nnnn2C2CCCC2)cc1 (stereo not drawn) | 1 | 16 | 26 | 2 | 2 | -0.7 | -0.4 | 0 | -1.0
CCOC(=O)C1CCN(C(=O)C2CCN(S(=O)(=O)c3c(C)noc3C)CC2)CC1 | -1 | 7 | 17 | -1 | -1 | -1.0 | -1.2 | 0 | -0.6
COc1ccccc1NC(=O)C1C2C=CC3(CN(Cc4cccnc4)C(=O)C13)O2 (stereo not drawn) | -1 | 8 | -3 | -10 | 16 | 0.8 | 0.6 | 2 | 0.6
Nc1ccccc1SC1CC(=O)N(c2ccccc2Cl)C1=O (stereo not drawn) | -4 | 8 | -51 | -3 | 12 | -0.6 | 1.5 | 0 | -1.2
CCOc1ccc(CNC(=S)NCc2ccc(OCC)cc2)cc1 | 0 | 8 | 20 | 1 | 3 | 0.4 | 0.2 | -1 | 0.5
CCOC(=O)c1c(C)n(C)c2ccc(O)c(CN3CCC(C)CC3)c12 | 3 | 13 | -14 | -3 | 1 | -1.3 | 0.1 | 7 | 2.3
COc1cc(/C=N/NC(=O)CN2CCOCC2)ccc1OCc1ccccc1 | -2 | 4 | 6 | 0 | -10 | -0.9 | . | 0 | 0.2
COc1cc(/C=C(/NC(=O)c2ccccc2)C(=O)Nc2cccc(O)c2)c([N+](=O)[O-])cc1OC | -5 | . | -1 | -8 | 1 | 1.1 | -0.1 | 2 | -1.9
COc1ccc(-n2c(=S)[nH]c3cc(C(=O)NCc4ccco4)ccc3c2=O)cc1OC | -8&0 | 15&7 | -17&-23 | -8&3 | 5&10 | 1.2&1.2 | 0.1&2.1 | -1&-1 | -2.2&0.0
O=C(COc1ccc(Cl)cc1Cl)NCCC1=CCCCC1 | -2 | 5 | 29 | -6 | 2 | 1.5 | 0.1 | -4 | -1.9
Cc1c(Cl)cccc1NC(=S)NCc1cccs1 | 6 | 6 | -15 | -8 | 4 | 1.1 | 0.5 | -3 | 1.5
COc1ccc2[nH]c(=O)c(CN(CCc3cccc(C)c3)C(C)=O)cc2c1 | 1 | 2 | -22 | 2 | 3 | -1.2 | -0.5 | 1 | -0.4
Cc1ccc(CNC(=O)c2cn(C3CCCCC3)c(=O)c3c2c2ccccc2n3C)o1 | 0 | 20 | 34 | 10 | 1 | 0.1 | 0.6 | 5 | -4.6
CCN(CC)c1ccc2c(c1)oc(=O)c1c(Cl)cc(=O)oc12 | 62* | 14 | -9 | -4 | 25 | -0.5 | 0.1 | 18 | -15
CCN(C(=O)COC(=O)CNC(=O)c1ccc(C)s1)c1ccccc1 | -2 | 9 | -38 | -3 | 6 | -0.6 | -1.1 | -1 | -0.3
CCOC(=O)/C(=N\Nc1ccc(Br)cc1)N1CCN(c2ccccc2OC)CC1 | 0 | 11 | 23 | -8 | 20 | 0.0 | 0.0 | 2 | 1.6
O=C(COc1cccc2ccccc12)Nc1cc(S(=O)(=O)N2CCOCC2)ccc1N1CCOCC1 | 1 | 7 | 12 | -1 | 25 | 0.8 | -0.6 | -7 | 2.8
COc1ccc(OC)c(NC(=O)c2ccc(NS(=O)(=O)c3c(C)noc3C)cc2)c1 | 4 | 10 | 4 | 4 | 1 | 0.8 | 0.1 | 0 | -1.1
CC(C)Cn1nc(NC(=O)c2ccco2)c2cc3ccccc3nc21 | 75 | 9 | 5 | -7 | -8 | -0.4 | 0.2 | 30 | -3.3
COc1cc2c(cc1OC)C(c1ccccc1F)OC(=O)C2 (stereo not drawn) | -1 | 5 | 21 | -8 | 0 | 0.8 | 1.5 | 2 | 2.7
Cc1noc(/C=C/c2ccco2)c1S(=O)(=O)N1CCC(C(=O)N(C)Cc2ccccc2)CC1 | -8 | 4 | -14 | -10 | 23 | 0.0 | -0.2 | -7 | -0.1
O=C(c1ccccc1S(=O)(=O)NCc1ccccc1)N1CCCC1 | -1 | 8 | -10 | . | 0 | . | -1.1 | 0 | -0.7
O=C(C1CCCO1)N1CCN(c2ncccn2)CC1 (stereo not drawn) | -1 | 8 | 17 | 8 | 22 | 0.7 | -0.1 | 0 | -0.2
Cc1ccc(Nc2ncc3c(n2)CC(c2ccco2)CC3=O)c(C)c1 (stereo not drawn) | -9 | 15 | 51 | -4 | 3 | -1.0 | 0.1 | -7 | -1.5

Reprinted from the part before: 3 entries; new compounds follow.
SMILES | Runt-SMMHC FRET | PGE2 EP2 inh | EP2 modulator | RBBP9 inh | Hck-Nef inh | PERK inh | L929 necroptosis | Runt-CBFb FRET | TNF death inh
O=C(c1ccccc1S(=O)(=O)NCc1ccccc1)N1CCCC1 | -1 | 8 | -10 | . | 0 | . | -1.1 | 0 | -0.7
O=C(C1CCCO1)N1CCN(c2ncccn2)CC1 (stereo not drawn) | -1 | 8 | 17 | 8 | 22 | 0.7 | -0.1 | 0 | -0.2
Cc1ccc(Nc2ncc3c(n2)CC(c2ccco2)CC3=O)c(C)c1 (stereo not drawn) | -9 | 15 | 51 | -4 | 3 | -1.0 | 0.1 | -7 | -1.5
Cc1onc(-c2ccccc2Cl)c1C(=O)Nc1cccnc1 | 3 | 9 | 17 | -7 | 4 | 0.2 | -1.4 | 0 | -1.7
Cc1ccc2c(Cl)cc(Cl)c(OCC(=O)OCC(=O)Nc3ccc(C#N)cc3)c2n1 | 0 | 7 | 6 | -8 | 2 | 0.1 | 1.1 | 0 | 2.1
O=C1NCC(COCc2ccccc2)O1 (stereo not drawn) | -1 | 11 | 14 | 3 | -15 | 1.5 | 1.7 | -2 | 2.0
CCOC(=O)Cc1csc(SCC(=O)NC(C)C23CC4CC(CC(C4)C2)C3)n1 (stereo not drawn) | -3 | 6 | 33 | -4 | 3 | 0.4 | -0.8 | -3 | 0.5
COc1ccc(CCNC(=O)Cn2cnc3sc(C)c(-c4ccc(F)cc4)c3c2=O)cc1OC | 0 | 9 | 3 | -3 | -6 | 0.7 | 0.7 | -1 | 0.5
O=C1C=C(NNC(=O)c2cccnc2)CC(c2ccco2)C1 (stereo not drawn) | -66 | 8 | 8 | -10 | -11 | 1.4 | 0.1 | -19 | -0.1
Cc1cccc(C)c1NC(=O)C(NC(=O)CN1C(=O)c2ccccc2C1=O)c1ccccc1 (stereo not drawn) | 1 | 6 | -7 | 1 | 2 | -0.3 | 0.8 | 1 | 3.4
Cc1ccc(NC(=O)CSc2nnc(COc3ccc(C#N)cc3)n2-c2ccccc2)cc1C | 3 | 10 | -21 | -1 | 0 | 1.1 | 0.5 | -4 | -16
CCC/C(=N\NC(=O)c1csc(C)c1C)c1cccs1 | -2 | 5 | 17 | 16* | 7 | -0.7 | -0.1 | 0 | -14
CCN(CC)c1ccc(C(=O)N/N=C(\C)c2ccc(OC)c(OC)c2)cc1 | 3 | 9 | -15 | 2 | 3 | 0.5 | 1.8 | 1 | 1.3
O=C(Nc1ccc2ccccc2n1)C1CCCCC1 | -5 | 9 | -66 | -2 | 13 | -0.3 | 2.3 | 3 | 5.1
COc1ccc(CN2C(=O)CN(C3CCCCCC3)C(=O)C2c2ccc(F)cc2)cc1 (stereo not drawn) | 1 | 7 | 17 | -4 | 1 | -0.8 | 0.0 | 0 | -0.4
O=C(/C=C/c1ccccc1)NC(=S)N1CCSCC1 | -2 | 14&2 | -23&-19 | -4 | 17 | 0.1 | 2.7 | 1 | 0.4
CN1CCc2c(OCc3ccc(F)cc3)cccc2C1=O | -10 | 5 | -32 | -7 | 25 | 0.5 | -0.9 | -6 | -1.4
CCOc1ccc(NC(=O)CSc2nc3cccnc3n2CCOC)cc1 | -8 | 26 | 38 | 8 | 1 | -0.3 | 2.5 | 0 | 0.4
CSc1nnc(C)c(=O)n1COC(=O)COc1ccc(F)cc1 | -2 | 5 | 7 | -13 | 27 | 1.0 | 2.6 | 3 | 1.0
CCN(CC)C(=S)SC1CCCCN(C(=O)c2ccc(F)cc2)C1=O (stereo not drawn) | 3 | 4 | 35 | -10 | -10 | 0.9 | 0.6 | -1 | -1.1
Cc1nn(Cc2ccccc2)c(Cl)c1C(=O)NCCc1ccc(Cl)cc1 | 1 | 8 | -55 | -6 | 4 | -0.5 | 0.6 | -2 | 1.7
COC(C(=O)Nc1cccc([N+](=O)[O-])c1)c1ccccc1 (stereo not drawn) | -7 | 4 | 9 | -8 | 3 | 0.2 | -0.2 | 1 | 17
O=C(CN1C(=O)c2ccccc2C1=O)OC(C(=O)c1ccc(Cl)cc1)c1ccccc1 (stereo not drawn) | -4 | 5 | 13 | -1 | -1 | 0.3 | -0.3 | 2 | 0.4
CCOC(=O)c1sc2ncn(CC(=O)NCC3CCCO3)c(=O)c2c1C (stereo not drawn) | 2 | 12 | 7 | -8 | -12 | 0.0 | 0.9 | 1 | 2.1
COc1cc2c(cc1NC(=O)Nc1cccc(C)c1)oc1ccccc12 | 0 | 14 | -22 | 1 | 1 | -0.1 | 1.9 | -2 | 4.7
O=C(/C=C/c1ccco1)NCc1ccc2c(c1)OCO2 | -1 | 4 | -37 | -2 | 40 | 1.7 | -0.1 | 13 | -3.2
COc1ccc(-c2nc(CN3CCCC(C(=O)NC4CCCC4)C3)c(C)o2)cc1 (stereo not drawn) | -4 | 9 | -12 | 2 | -24 | -1.7 | -1.1 | 0 | -2.3

Single entries from the list:
Entry of `COC(C(=O)Nc1cccc([N+](=O)[O-])c1)c1ccccc1` (stereo not drawn) in Runt-CBFb FRET: 1
Entry of `Cc1ccc(NC(=O)CSc2nnc(COc3ccc(C#N)cc3)n2-c2ccccc2)cc1C` in TNF death inh: -16
Entry of `COc1ccc(CN2C(=O)CN(C3CCCCCC3)C(=O)C2c2ccc(F)cc2)cc1` (stereo not drawn) in L929 necroptosis: 0.0
Entry of `CN1CCc2c(OCc3ccc(F)cc3)cccc2C1=O` in PERK inh: 0.5
Entry of `Cc1onc(-c2ccccc2Cl)c1C(=O)Nc1cccnc1` in TNF death inh: -1.7
Entry of `Cc1ccc2c(Cl)cc(Cl)c(OCC(=O)OCC(=O)Nc3ccc(C#N)cc3)c2n1` in PGE2 EP2 inh: 7
